E coli Lon inh – inhibits E. coli Lon protease | P0A9M0 | purified E. coli Lon protease, fluorescence polarization | inhibition, % at 7.94 µM | hit rate 0.42% among 360,000 | AID 602123; in the data active = inhibition above about 13%, passing the limit was not always enough;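 also: 0% = enzyme with probe and DMSO and 100% = no enzyme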
FAS-TE inh – FAS thioesterase (human) inhibition; recombinant FAS-TE, OMFH fluorogenic substrate, fluorescence endpoint; P49327; inhibition, % at 15 µM; hit rate 0.67% among 360,000;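 active = compounds whose normalised, plate-corrected inhibition of enzyme fluorescence in the single-dose primary screen is 50% or more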;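 also: 0% = DMSO with enzyme and 100% = substrate without enzyme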
CSN deneddyl inh – blocks human CSN-mediated cullin deneddylation; inhibition, % at 12.5 µM; Q92905; Purified CSN, SCF-Nedd8-OG deneddylation, fluorescence polarization; hit rate 0.38% among 360,000;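 active = pattern-corrected inhibition above about 35%, with an unprinted fluorescence ratio check between 0.5 and 1.5, limit read from the data, passing the limit was not always enough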;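 also: 0% = enzyme with substrate and 100% = substrate without enzyme; some results filed as inactive read as strong as hits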
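Material: human Csn5 produced in HEK293T cells; Input: enzyme 0.24 nM; Reagent: SCFSkp2-Nedd8OG substrate at 10 nM final; Dosing: 12.5 µM compound; Incubation: 90 min reaction at room temperature; Detection: fluorescence polarization of the substrate; Evaluation: % inhibition of substrate cleavage by Csn5; Control set: substrate-only high control, full reaction low control.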
TbMetRS inhib – Trypanosoma brucei MetRS inhibition; purified T. brucei MetRS, ATP depletion, Kinase-Glo luminescence; inhibition, % at 11.9 µM; hit rate 0.4% among 360,000; AID 624268;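 active = inhibition above a per-plate cutoff of the control wells' mean inhibition plus 3 SD, cut at about 5.5% in these data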;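 also: 0% = DMSO wells median and 100% = median of wells with control inhibitor compound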
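Test system: purified T. brucei MetRS enzyme. Also added: ATP, methionine and E. coli bulk tRNA substrates. Compound: 11.9 µM single point. Schedule: 15 min enzyme-compound preincubation, 2 h reaction, 10 min detection, 25 °C. Signal: luciferase luminescence of residual ATP, Kinase-Glo. Evaluation: percent inhibition versus plate control medians. Controls: DMSO wells, low control.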
Neddylation inh – blocks human cullin neddylation; P61081+Q13564; TR-FRET cullin neddylation, biochemical; hit rate 0.58% among 360,000; AID 651699; calls only at 25 µM; in the data active = inhibition above about 36%
MsrA inhibitor – inhibitors of bovine MsrA | purified bovine MsrA, absorbance read-out | inhibition, % at 15.5 µM | hit rate 0.75% among 360,000 | AID 651718; in the data active = inhibition above about 4.5%;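 also: 0% = vehicle wells with enzyme and 100% = reference inhibitor wells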
MsrA act – activators of bovine methionine sulfoxide reductase A; purified bovine MsrA, absorbance read-out; activation, % at 10.6 µM; hit rate 0.3% among 360,000; AID 602163; in the data active = activation above about 7.5%;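 also: 0% = vehicle and 100% = reference activator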
Rin1-Abl PPI inh – human Rin1-Abl interaction inhibition | P00519+Q13671 | TR-FRET Rin1/Abl binding, biochemical | inhibition, % at 7.35 µM | hit rate 0.4% among 360,000; in the data active = inhibition above about 5%, passing the limit was not always enough
Target sequence (P00519 whole entry, looked up): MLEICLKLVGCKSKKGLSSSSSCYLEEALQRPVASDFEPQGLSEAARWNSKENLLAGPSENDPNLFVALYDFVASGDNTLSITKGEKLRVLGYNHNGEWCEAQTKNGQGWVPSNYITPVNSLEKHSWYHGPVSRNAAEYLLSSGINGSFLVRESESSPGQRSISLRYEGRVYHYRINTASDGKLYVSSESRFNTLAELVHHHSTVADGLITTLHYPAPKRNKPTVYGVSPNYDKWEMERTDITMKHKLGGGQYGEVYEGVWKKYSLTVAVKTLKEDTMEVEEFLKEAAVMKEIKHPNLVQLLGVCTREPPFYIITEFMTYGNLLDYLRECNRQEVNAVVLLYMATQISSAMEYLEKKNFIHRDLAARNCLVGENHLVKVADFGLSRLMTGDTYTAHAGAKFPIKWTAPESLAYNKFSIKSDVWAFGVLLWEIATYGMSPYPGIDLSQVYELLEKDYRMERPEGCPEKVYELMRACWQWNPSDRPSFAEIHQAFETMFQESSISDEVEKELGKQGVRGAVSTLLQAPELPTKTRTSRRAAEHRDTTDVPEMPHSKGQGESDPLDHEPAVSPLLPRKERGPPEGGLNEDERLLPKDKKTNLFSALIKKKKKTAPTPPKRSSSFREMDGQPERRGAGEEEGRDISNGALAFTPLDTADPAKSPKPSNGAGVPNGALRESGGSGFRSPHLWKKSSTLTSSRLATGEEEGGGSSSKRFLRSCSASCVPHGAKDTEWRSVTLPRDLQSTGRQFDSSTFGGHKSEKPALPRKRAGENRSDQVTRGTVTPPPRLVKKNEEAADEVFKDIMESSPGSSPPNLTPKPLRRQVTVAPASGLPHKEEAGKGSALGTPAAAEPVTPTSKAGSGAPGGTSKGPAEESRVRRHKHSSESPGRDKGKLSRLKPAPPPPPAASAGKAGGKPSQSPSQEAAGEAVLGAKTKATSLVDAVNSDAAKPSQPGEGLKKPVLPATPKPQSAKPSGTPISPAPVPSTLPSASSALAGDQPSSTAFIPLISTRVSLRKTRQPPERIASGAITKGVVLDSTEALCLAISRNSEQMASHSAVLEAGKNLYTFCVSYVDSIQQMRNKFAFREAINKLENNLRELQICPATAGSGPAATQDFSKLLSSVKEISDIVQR
Target sequence (Q13671 whole entry, looked up): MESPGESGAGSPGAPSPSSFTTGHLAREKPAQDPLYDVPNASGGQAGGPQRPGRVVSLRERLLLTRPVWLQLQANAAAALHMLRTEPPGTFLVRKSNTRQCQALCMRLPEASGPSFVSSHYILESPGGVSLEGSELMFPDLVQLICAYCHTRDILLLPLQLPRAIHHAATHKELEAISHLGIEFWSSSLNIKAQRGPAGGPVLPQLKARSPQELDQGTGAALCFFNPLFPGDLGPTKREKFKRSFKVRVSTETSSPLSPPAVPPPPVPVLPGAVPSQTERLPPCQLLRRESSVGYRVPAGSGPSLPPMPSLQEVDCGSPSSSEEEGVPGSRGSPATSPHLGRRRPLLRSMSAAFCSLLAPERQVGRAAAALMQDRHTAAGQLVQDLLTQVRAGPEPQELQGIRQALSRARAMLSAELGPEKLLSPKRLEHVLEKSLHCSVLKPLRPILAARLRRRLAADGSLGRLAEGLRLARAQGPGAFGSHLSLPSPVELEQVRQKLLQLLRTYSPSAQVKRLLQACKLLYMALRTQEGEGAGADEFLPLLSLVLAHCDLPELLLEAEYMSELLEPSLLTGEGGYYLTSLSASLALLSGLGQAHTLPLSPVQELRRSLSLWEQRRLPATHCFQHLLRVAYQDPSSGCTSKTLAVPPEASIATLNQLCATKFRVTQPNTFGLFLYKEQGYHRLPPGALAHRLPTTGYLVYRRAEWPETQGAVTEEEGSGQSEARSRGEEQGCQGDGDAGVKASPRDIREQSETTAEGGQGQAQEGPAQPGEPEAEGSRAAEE
MLLE-PAM2 inh – blocks PAM2 peptide binding to the PABP1 MLLE domain; GST-MLLE / FITC-PAM2 fluorescence polarization; inhibition, % at 20 µM; AID 588489; P11940; hit rate 0.36% among 360,000; in the data active = inhibition above about 35%, passing the limit was not always enough;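 also: plate controls were DMSO wells with GST-MLLE for no effect and wells lacking GST-MLLE protein for full effect; some results filed as inactive read as strong as hits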
* marks the source's active call; other numbers are inactive results; i = inactive; nt = not tested or not shown.

#1 O=C(NCC1CCOCC1)c1ccc(-c2ccc(F)c(F)c2)c2ccoc12
#2 O=C(CCN1C(=O)C2C3C=CC(C4CC34)C2C1=O)Oc1ccccc1 (stereo not drawn)
#3 Cc1oc(C(C)(C)C)c(CN2CCCC2)c1C(=O)O
#4 O=C(CN1CCOCC1)Nc1ncc(Cc2cccc(Cl)c2)s1
#5 COc1ccc(S(=O)(=O)N(C)C[C@H]2Oc3c(NC(=O)Nc4c(C)noc4C)cccc3C(=O)N([C@@H](C)CO)C[C@H]2C)cc1
#6 O=C(NNC(=O)c1ccc(Br)o1)c1ccc(NS(=O)(=O)c2cccs2)cc1
assay / entry,1,2,3,4,5,6
CSN deneddyl inh,27,-1,-1,-4,0,-4
Neddylation inh,i,i,i,i,i,i
MsrA inhibitor,-0.3,-0.1,-0.5,-1.6,-1.4,1.0
Rin1-Abl PPI inh,-1,0,2,-2,-1,1
TbMetRS inhib,-1.2,-0.2,0.2,-1.6,-1.4,-0.1
MsrA act,-3,-3,-1,-10,3,-1
MLLE-PAM2 inh,-5,5,-18,-6,6,-10
FAS-TE inh,2,-6,-1,-6,-6,-9
E coli Lon inh,0,0,-1,5,3,-9

#7 O=C(CNC(=S)N(Cc1ccccc1Cl)C1CCCC1)NCCCN1CCOCC1
#8 S=c1nc(C2CCCCC2)[nH][nH]1
#9 CCC1CCc2sc(C(=O)O)cc2C1 (stereo not drawn)
#10 CCOC(=O)Cn1c(C(=O)OCC)cc2sccc21
#11 COCC(C)n1c(C)cc(C(=O)COC(=O)CN=C2NS(=O)(=O)c3ccccc32)c1C (stereo not drawn)
#12 COC(=O)c1c(NC(=O)Cn2cnc([N+](=O)[O-])n2)sc2c1CCC(C)C2 (stereo not drawn)
assay / entry,7,8,9,10,11,12
CSN deneddyl inh,5,2,2,1,0,1
Neddylation inh,i,i,i,i,i,i
MsrA inhibitor,-0.7,nt,-1.5,2.3,-0.3,-0.3
Rin1-Abl PPI inh,-4,0,-1,2,-2,4
TbMetRS inhib,0.1,-1.0,-1.3,-1.1,0.3,-0.1
MsrA act,-1,-4,-6,-3,-3,-3
MLLE-PAM2 inh,-23,24,-3,8,-1,26
FAS-TE inh,-2,-9,0,-1,-9,21
E coli Lon inh,4,-14,-12,-4,-4,-14

#13 Cc1ccccc1S(=O)(=O)Cc1ccc(C(=O)N2CCN(c3cccc(C)c3C)CC2)o1
#14 CC(C)[C@H](CO)NC(=O)[C@H]1O[C@@H](n2ccc(N)nc2=O)[C@H](O)[C@@H]1O
#15 Cc1ccc(NC(=O)COC(=O)CSC(=S)N2CCOCC2)cc1
#16 CC(=O)Nc1ccc(N=Nc2c(C)[nH]n(C(N)=S)c2=O)cc1
#17 Cn1c(=O)c2c(nc(CN3CCN(c4ccccc4F)CC3)n2CCCc2ccccc2)n(C)c1=O
#18 O=C(CSCc1ccc(F)cc1)NCc1ccco1
assay / entry,13,14,15,16,17,18
CSN deneddyl inh,2,1,9,1,-2,-5
Neddylation inh,i,i,i,i,i,i
MsrA inhibitor,0.2,-0.6,-0.9,3.2,-0.7,0.2
Rin1-Abl PPI inh,3,2,5,-7,-1,0
TbMetRS inhib,-1.1,-0.2,0.1,-0.1,-0.4,-0.5
MsrA act,3,-3,-1,-6,4,-11
MLLE-PAM2 inh,-1,-9,6,19,8,9
FAS-TE inh,18,-10,1,-16,20,-8
E coli Lon inh,-11,-4,-3,3,4,-2

Down the list, from the results shown:
Nos. 13–18 in FAS-TE inh: 18, -10, 1, -16, 20, -8

The list continues.
#19 Cc1ccc(NC2=NC(c3ccc(F)cc3)n3c(nc(C)cc3=O)N2)c(C)c1 (stereo not drawn)
#20 CCNC(=S)NS(=O)(=O)c1ccccc1
#21 CC1(C(=O)O)CCCN(C(=O)c2ccc(OC(F)F)cc2)C1 (stereo not drawn)
#22 CC(C)C(=O)Nc1ccc(NC(=O)c2ccc(COc3ccccc3)cc2)cc1
#23 CCn1c2c(c(=N)c3ccccc31)CCC2
#24 Cc1ccc2cc(CN(Cc3ccco3)C(=S)NCC3CCCO3)c(=O)[nH]c2c1C (stereo not drawn)
assay / entry,19,20,21,22,23,24
CSN deneddyl inh,3,-1,-2,0,-2,2
Neddylation inh,i,i,i,i,i,i
MsrA inhibitor,1.1,-0.2,0.1,-0.7,1.7,-0.2
Rin1-Abl PPI inh,-4,0,-5,0,-4,-9
TbMetRS inhib,-0.8,0.0,-0.2,0.8,0.3,0.8
MsrA act,-5,4,-3,-4,-2,-3
MLLE-PAM2 inh,-3,16,-6,2,1,-119
FAS-TE inh,-3,-12,-9,2,-8,1
E coli Lon inh,-1,-6,0,-1,-1,0

In a second layout: results already given
Under each structure – CSN deneddyl inh	Neddylation inh	MsrA inhibitor	Rin1-Abl PPI inh	TbMetRS inhib	MsrA act	MLLE-PAM2 inh	FAS-TE inh	E coli Lon inh
21. CC1(C(=O)O)CCCN(C(=O)c2ccc(OC(F)F)cc2)C1 (stereo not drawn)
  -2	i	0.1	-5	-0.2	-3	-6	-9	0
22. CC(C)C(=O)Nc1ccc(NC(=O)c2ccc(COc3ccccc3)cc2)cc1
  0	i	-0.7	0	0.8	-4	2	2	-1
23. CCn1c2c(c(=N)c3ccccc31)CCC2
  -2	i	1.7	-4	0.3	-2	1	-8	-1

Next records:
#25 Cc1nc(NC(=O)CC(C)C)sc1-c1csc(Nc2ccc(Cl)cc2)n1
#26 COc1ccccc1NC(=O)C(C)OC(=O)c1nc2nc(C)cc(C)n2n1 (stereo not drawn)
#27 COc1ccc(OC(C)C(=O)N2CCC(C)CC2)cc1 (stereo not drawn)
#28 N#C/C(=C\c1ccc[nH]1)S(=O)(=O)c1ccccc1
#29 O=C1CC(Cc2ccccc2)C(=O)N1c1ccccn1 (stereo not drawn)
#30 O=C(Cn1c(=O)[nH]c2ccccc2c1=O)Nc1cccnc1
assay / entry,25,26,27,28,29,30
CSN deneddyl inh,13,5,0,1,-2,4
Neddylation inh,i,i,i,i,i,i
MsrA inhibitor,0.4,-1.0,0.4,nt,1.4,1.5
Rin1-Abl PPI inh,4,2,-2,3,-2,-2
TbMetRS inhib,-0.1,-0.3,-0.6,0.5,0.2,0.3
MsrA act,-4,-3,-10,-7,-1,-2
MLLE-PAM2 inh,7,-13,-10,-11,-4,-6
FAS-TE inh,16,-8,-7,-8,-3,-7
E coli Lon inh,-15,-1,-8,-3,-3,-9

#31 O=c1cc(SCc2ccc(Cl)cc2Cl)nc[nH]1
#32 CCOC1=C2[C@@H](CN(S(=O)(=O)c3ccc(C)cc3)[C@H]2c2ccccc2F)[C@H]2C(=O)N(c3ccccc3)C(=O)[C@H]2C1
#33 O=S(=O)(NCc1ccccc1)c1cccc2nonc12
#34 COc1ccc(C=O)cc1Cn1c(C)cc(C)c(C#N)c1=O
#35 N=c1c2c(ncn1CCCO)Oc1ccc3ccccc3c1C2c1ccccc1 (stereo not drawn)
#36 Cc1ccc2cc(C)c(SCC(=O)NCC3CCCO3)nc2c1 (stereo not drawn)
assay / entry,31,32,33,34,35,36
CSN deneddyl inh,3,1,-5,13,6,0
Neddylation inh,i,i,i,i,i,i
MsrA inhibitor,-0.1,-0.4,-0.4,-0.7,2.6,0.8
Rin1-Abl PPI inh,5,7,0,1,0,0
TbMetRS inhib,1.1,-0.8,0.0,-0.2,-0.3,-0.6
MsrA act,-4,-2,-10,-1,-1,-2
MLLE-PAM2 inh,0,-12,0,0,-11,6
FAS-TE inh,-4,32,-7,7,7,2
E coli Lon inh,-2,2,-3,9,2,1

Some entries already given with just TbMetRS inhib and MsrA inhibitor.
| # | Molecule | TbMetRS inhib | MsrA inhibitor |
| --- | --- | --- | --- |
| 12 | COC(=O)c1c(NC(=O)Cn2cnc([N+](=O)[O-])n2)sc2c1CCC(C)C2 (stereo not drawn) | -0.1 | -0.3 |
| 13 | Cc1ccccc1S(=O)(=O)Cc1ccc(C(=O)N2CCN(c3cccc(C)c3C)CC2)o1 | -1.1 | 0.2 |

The list continues.
#37 Cc1cc(N2CCN(C/C=C/c3ccccc3)CC2)n2ncnc2n1
#38 CSc1ccc(C(=O)Nc2cc(S(=O)(=O)N3CCOCC3)ccc2N2CCOCC2)cc1[N+](=O)[O-]
#39 O=C(Nc1ccc(Br)cc1)NC1CCCCCCC1
#40 O=C(NCCCN1C(=O)c2ccccc2C1=O)OCc1ccccc1
#41 O=C1CC(=O)N(Cc2cccs2)C(=O)N1
#42 CC(C)c1cc(Cn2c3ccccc3c(=O)n2C(C)Cn2cc(CCc3ccccc3)nn2)on1 (stereo not drawn)
assay / entry,37,38,39,40,41,42
CSN deneddyl inh,3,5,-4,0,12,-3
Neddylation inh,i,i,i,i,i,nt
MsrA inhibitor,1.1,0.3,-0.6,1.0,-0.1,0.5
Rin1-Abl PPI inh,2,3,-2,3,-3,nt
TbMetRS inhib,0.5,0.1,-0.3,-0.3,0.2,-0.1
MsrA act,3,1,-3,-7,-3,nt
MLLE-PAM2 inh,-11,-6,-6,-4,-57,nt
FAS-TE inh,2,41,20,-14,-5,nt
E coli Lon inh,-11,8,-4,-13,-44,nt

Compound profiles, from the list above:
Record of O=C1CC(=O)N(Cc2cccs2)C(=O)N1 : CSN deneddyl inh: 12; Neddylation inh: i; MsrA inhibitor: -0.1; Rin1-Abl PPI inh: -3; TbMetRS inhib: 0.2; MsrA act: -3; MLLE-PAM2 inh: -57; FAS-TE inh: -5; E coli Lon inh: -44
Record of O=C(Nc1ccc(Br)cc1)NC1CCCCCCC1 : CSN deneddyl inh: -4; Neddylation inh: i; MsrA inhibitor: -0.6; Rin1-Abl PPI inh: -2; TbMetRS inhib: -0.3; MsrA act: -3; MLLE-PAM2 inh: -6; FAS-TE inh: 20; E coli Lon inh: -4

Continuation:
#43 CNC(=O)c1[nH]cnc1C(=O)N[C@@H](CC(C)C)C(=O)OCc1ccccc1
#44 CC(C)(C)c1ccc(-n2ncc3c2CCCC3NC(=O)c2ccco2)cc1 (stereo not drawn)
#45 O=C(CNC(=O)c1ccco1)N=Nc1c(O)[nH]c2ccc(Br)cc12
#46 Cc1ccc(C)c(NC(=O)c2nnn(Cc3ccccc3C)c2N)c1
#47 COc1ccc(C(c2nnnn2CCc2ccccc2)N2CCN(C3CCCC3)CC2)cc1 (stereo not drawn)
#48 CCC(CCC(=O)Nc1cccc([N+](=O)[O-])c1)C(=O)O (stereo not drawn)
#49 CN(C(=O)CSc1ncccn1)C1CCS(=O)(=O)C1 (stereo not drawn)
assay / entry,43,44,45,46,47,48,49
CSN deneddyl inh,-8,3,-3,1,-3,-7,0
Neddylation inh,i,i,i,i,i,i,i
MsrA inhibitor,-0.9,-1.0,0.7,-0.2,-1.3,-0.1,0.5
Rin1-Abl PPI inh,0,0,-1,-1,3,-3,1
TbMetRS inhib,-0.3,0.1,-0.5,-0.5,0.1,-0.6,-0.5
MsrA act,-1,-2,-13,-3,-4,-2,-5
MLLE-PAM2 inh,-10,0,3,-7,-8,13,12
FAS-TE inh,-3,10,-6,8,-3,-5,-4
E coli Lon inh,4,-17,7,7,-8,5,7

Screening results (PubChem)

Compounds as they come. About 4% of those tested had a hit in this group.
